# D3 antag = blocks the human D3 dopamine receptor; P35462; D3R cells, DiscoveRx beta-arrestin luminescence, antagonist mode; hits give low values; max response, negative = inhibition, %; 360,000 compounds, 2.5% hits; in the data active = max response below about -50%; inconclusive = no clear call, values can overlap the other calls; note: % is set by controls: 0 for no effect and ±100 for the full control effect; mostly tested at two doses, the higher about 12 µM
# Target sequence (P35462 whole entry, looked up): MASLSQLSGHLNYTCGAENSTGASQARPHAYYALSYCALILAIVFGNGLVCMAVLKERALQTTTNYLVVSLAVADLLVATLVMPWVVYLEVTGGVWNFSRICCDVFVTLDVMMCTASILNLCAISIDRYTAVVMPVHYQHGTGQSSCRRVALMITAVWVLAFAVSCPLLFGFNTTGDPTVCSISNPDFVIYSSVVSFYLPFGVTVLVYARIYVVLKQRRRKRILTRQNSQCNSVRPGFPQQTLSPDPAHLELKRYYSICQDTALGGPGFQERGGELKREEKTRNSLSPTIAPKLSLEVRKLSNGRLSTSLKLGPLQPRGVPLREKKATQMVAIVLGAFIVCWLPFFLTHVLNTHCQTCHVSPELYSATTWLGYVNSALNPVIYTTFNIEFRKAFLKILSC
#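 Cells expressing the human receptor were seeded at 1500 cells/well, incubated overnight at 37 degrees C in 5% CO2, then exposed to library compounds with dopamine controls for 90 minutes at 37 degrees C before luminescent detection.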
# KB-V1 MDR tox = KB-V1 MDR subline cytotoxicity; KB-V1 MDR cells viability, CellTiter-Glo, 72 h; 400,000 compounds, 3.4% hits; Potency, µM (doses to about 46.1 µM), for the others: at the highest dose activity change, negative = cytotoxicity, actives largely listed as cytotoxic; AID 1347076; note: potency is the fitted concentration of half-maximal effect; % is set by controls: 0 for no effect and ±100 for the full control effect; nearly all actives have a fitted effect of over 60% in size
#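 In this primary screen, KB-V1 cells overexpressing P-gp are incubated with library compounds (lowest to highest concentration) for 72 h at 37 degrees C before a luminescent ATP viability read.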
# KB-3-1 cytotox = KB-3-1 parental cell cytotoxicity. KB-3-1 viability, CellTiter-Glo ATP luminescence, 72 h. Potency, µM (top dose mostly 46.1 µM), inactives show top-dose activity change, negative = cytotoxic, actives largely listed as cytotoxic. 400,000 compounds, 1.4% hits. AID 1347075; note: potency is the fitted concentration of half-maximal effect; % is set by controls: 0 for no effect and ±100 for the full control effect; nearly all actives have a fitted effect of over 60% in size
#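 Viability of parental KB-3-1 cells, measured by CellTiter-Glo luminescence, followed a 72 h incubation at 37 °C with pinned compounds in phenol-red-free DMEM containing 10% FBS.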
# SW480 rereplic = induces DNA re-replication in SW480 colon adenocarcinoma cells. SW480 DNA re-replication, Hoechst DNA content imaging, 48 h. Potency, µM (series often up to 46.1 µM), for the others: at the highest dose re-replication activation, hits mostly activators. 340,000 compounds, 1.8% hits; note: potency is the fitted concentration of half-maximal effect; % of control where 0% means no effect; nearly all actives have a fitted effect of over 55% in size
#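 First, 250 cells per well were seeded. Next, compound or vehicle (23 nL) was pinned in, plates sat 48 hr at 37 C. Finally Hoechst was added for 40 min before fluorescence scanning.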
# IL1B secr inh = blocks inflammasome-driven IL-1 beta release; THP-1 LPS/ATP IL-1B secretion, AlphaLISA, 16 h; hits give low values; 360,000 compounds, 4.7% hits; activity change, % at 57.5 µM; in the data active = activity change below about -50%; inconclusive = mostly about -30% to -49%; note: % is set by controls: 0 for no effect and ±100 for the full control effect
#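 THP-1 cells pretreated 1 hr with compounds (up to 57.5 uM final), then stimulated with LPS (250 ng/mL final) plus ATP (1.25 mM final); secreted IL-1B measured by AlphaLISA after 16 hr, decreased signal indicating inhibition.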
# GLP1R ag = GLP-1 receptor (human) agonism; AID 624172; 380,000 compounds, 0.007% hits; HEK293 GLP-1R CRE-luciferase, luminescence, 4-6 h; cells express a hypersensitive GLP-1R form; Potency, µM (top dose mostly 45.6 µM), for inactives: top-dose activation, hits mostly activators; P43220; note: potency is the fitted concentration of half-maximal effect; % of control where 0% means no effect
# Target sequence (P43220 whole entry, looked up): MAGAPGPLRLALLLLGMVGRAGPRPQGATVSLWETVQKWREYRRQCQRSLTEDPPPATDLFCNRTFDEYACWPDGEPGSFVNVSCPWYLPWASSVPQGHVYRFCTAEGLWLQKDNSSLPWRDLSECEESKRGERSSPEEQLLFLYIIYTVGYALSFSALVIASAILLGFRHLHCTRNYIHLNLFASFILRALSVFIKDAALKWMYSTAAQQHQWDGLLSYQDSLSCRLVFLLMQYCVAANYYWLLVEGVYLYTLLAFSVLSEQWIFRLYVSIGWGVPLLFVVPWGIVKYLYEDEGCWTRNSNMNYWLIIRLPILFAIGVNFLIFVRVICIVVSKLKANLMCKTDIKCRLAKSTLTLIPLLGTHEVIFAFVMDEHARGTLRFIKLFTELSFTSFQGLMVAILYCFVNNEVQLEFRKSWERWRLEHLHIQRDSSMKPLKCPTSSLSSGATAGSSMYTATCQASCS
# DRD3 agonist = agonists of human D3 dopamine receptor; D3R DiscoveRx beta-arrestin cells, luminescence, 90 min; max activation, %; P35462; AID 652048; 410,000 compounds, 0.58% hits; in the data active = max activation above about 30%; note: 0% is about no effect; mostly tested at two doses, the higher about 12 µM
#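 Agonist-mode cell screen: cells plated at 1500/well and incubated overnight at 37 °C, then exposed to library compounds for 90 min at 37 °C. Detection reagent was added for 30–60 min at room temperature, and luminescence was read.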
# HT1080NT lethal = kills 2HG-producing HT-1080-NT fibrosarcoma cells; Potency, µM (top dose mostly 46.1 µM), for the others: at the highest dose activity, negative = less viability, actives largely listed as cytotoxic; 360,000 compounds, 1.6% hits; HT-1080-NT fibrosarcoma viability, CellTiter-Glo ATP luminescence, 48 h;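 note: NT is the 2HG producing partner of a matched IDH1 knockdown line; potency is the fitted concentration of half-maximal effect; 0% = DMSO-treated cells and -100% = media-only wells without cells; nearly all actives have a fitted effect of over 55% in size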
#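 Read-out is CellTiter-Glo luminescence after 10 minutes at room temperature, following 48 hours' compound treatment of HT-1080-NT cells (750 cells/well, RPMI, 5% FBS, 37 degrees C).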
# HT1080 IDH1KD tx = toxicity to HT-1080 IDH1 knockdown cells (counter line); 360,000 compounds, 2% hits; AID 686971; HT-1080 IDH1 knockdown viability, ATP luminescence, 48 h; Potency, µM (doses to about 46.1 µM), for inactives: top-dose activity, negative = toxicity, usual class: cytotoxic;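 note: potency is the fitted concentration of half-maximal effect; 0% = DMSO wells and -100% = cell-free medium wells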
#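 Knockdown cells (IDH1KD HT-1080) received compounds 2 h after plating at 750 cells/well and were kept 48 h at 37 °C in 5% FBS RPMI. A CellTiter-Glo luminescence read gave % activity for curve fitting.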
# * = called active by the depositor; ? = inconclusive; nt = not tested or not shown; & = joins results of further samples; [ ] = remark or other dose. Unless noted, calls come from the whole dose curve; as a rule, active = well fitted curve in the direction sought with a large enough effect; inconclusive = small, poorly fitted or top-dose-only effect, or another doubt; inactive = no such curve, though single readings can be large; an effect the other way counts as inactive or inconclusive. Random draw from the library; 12% or so of the library scored in one or more.
SMILES,D3 antag,KB-V1 MDR tox,KB-3-1 cytotox,SW480 rereplic,IL1B secr inh,GLP1R ag,DRD3 agonist,HT1080NT lethal,HT1080 IDH1KD tx
O=S(=O)(Nc1cccc(-c2ccc(N3CCCCCC3)nn2)c1)c1ccccc1F,3,-5%&5%,-26%&-5%,-17%,21,5%,-7&7,-5%,1%
O=C(Nc1ccccc1)c1cc(S(=O)(=O)Nc2cccnc2)ccc1Cl,-2,-15%,12%,-4%,17,-1%,2,9%,23%
COc1ccccc1OC(=O)CCc1nc2ccccc2s1,-3,4%,2%,-6%,23,-6%,1,2%,0%
O=C(COC(=O)C(O)c1ccccc1)NC12CC3CC(CC(C3)C1)C2 (stereo not given),34,24%,7%,-3%,13,8%,-3,7%,12%
COCCn1c(N)c(Sc2ccccc2[N+](=O)[O-])c(=O)[nH]c1=O,16,-13%,8%,-12%,0,-2%,1,0%,1%
CSc1nc(O)cc(=O)n1-c1ccc(F)cc1,-13,5%,11%,-1%,-8,1%,-4,4%,2%
Cc1cc(C)c2cc(C#N)c(N3CCCN(C(=O)c4cnccn4)CC3)nc2c1,6,?,0%,2%,-3,24%,-1,2%,1%
N#Cc1nc(Cc2cccc3ccccc23)oc1N1CCN(c2ccccc2)CC1,-17,3%,17%,4%,-12,-12%,-11,12%,16%
CCc1nc(CNC(=O)C2CCC(=O)N(CCc3cccc(F)c3)C2)no1 (stereo not given),-12,nt,nt,15%,3,2%,4,1%,-1%
Cc1cc(OCc2cc(C(=O)N3CCN(CC4CC4)CC3)no2)cc(C)c1Cl,-18,-3%,?,?,0,-1%,-7,-18%,?
COc1ccccc1C=NNc1nc(C)cc(=O)[nH]1,-12,-23%,?,-4%,63,0%,5,8%,14%
O=c1cc(N2CCC3(CC2)OCCO3)[nH]c(=O)n1-c1ccc(Cl)cc1,-4,14%,-3%,-7%,12,-15%,-14,2%,8%
O=C(Nc1cccc(S(=O)(=O)N2CCCC2)c1)c1ccc2c(=O)n3c(nc2c1)CCCCC3,-8,?,?,0%,-62*,2%,1,-17%,-15%
O=C1CCCc2cc(S(=O)(=O)N3CCCC(C(=O)NCc4ccccc4Cl)C3)ccc2N1 (stereo not given),nt,-4%,?,nt,nt,9%,4,nt,nt
CCN(CC)C(=O)Cn1ccc(NC(C)=O)nc1=O,-11,1%,-4%,2%,16,18%,-1,-1%,-1%
Cc1cc(C(=O)COC(=O)c2ccc(O)cc2)c(C)n1CC(F)(F)F,-9,22%,-2%,-7%,14,19%,-1,0%,0%
Cc1[nH]c2ccccc2c1/C=N/Nc1nncn1N,-10,4%,15%,9%,42,-7%,2,?,?
Cc1ccc(C(=O)NCCn2ccc3ccccc32)cc1[N+](=O)[O-],4,?,2%,0%,?,8%,6,-25%,-25%
CC1(C)CN(CCc2ccccc2)C(=O)[C@H]1CC(=O)Nc1ccc(Br)cc1,-16,-2%,0%,nt,0,0%,-7,-1%,8%
COc1ccc(NC(=O)CCCNS(=O)(=O)c2cccs2)cc1,14,-2%,12%,-2%,-2,-2%,2,2%,1%
Cc1ccc2c(c1)c(N=O)c(O)n2Cc1ccc(Cl)cc1,23,?,-3%,15%,-73*,12%,14,-13%,2%
COc1cc(NC(=S)NCCCN(C)C)c(OC)cc1NC(=O)c1ccco1,-8,0%,-15%,0%,-6,-5%,-3,-2%,-6%
Cc1ccc(NC(=O)Cn2cccc2C2=NC(c3ccccc3)CO2)c(C)c1 (stereo not given),13,16µM*,-6%,-82%[inhibitor],14,-4%,-4,-21%,-23%
O=C(NCCCn1ccnc1)/C(=C\c1ccc(Br)cc1)NC(=O)c1ccccc1F,2,nt,nt,2%,-13,4%,-6,0%,19%
N=c1c2ccccc2nnn1-c1ccc(C(F)(F)F)cc1,-14,14%,-2%,-38%[inhibitor],-16,10%,1,8%,8%

# Reprinted from the part before: four compounds; new compounds follow.
SMILES,D3 antag,KB-V1 MDR tox,KB-3-1 cytotox,SW480 rereplic,IL1B secr inh,GLP1R ag,DRD3 agonist,HT1080NT lethal,HT1080 IDH1KD tx
COc1cc(NC(=S)NCCCN(C)C)c(OC)cc1NC(=O)c1ccco1,-8,0%,-15%,0%,-6,-5%,-3,-2%,-6%
Cc1ccc(NC(=O)Cn2cccc2C2=NC(c3ccccc3)CO2)c(C)c1 (stereo not given),13,16µM*,-6%,-82%[inhibitor],14,-4%,-4,-21%,-23%
O=C(NCCCn1ccnc1)/C(=C\c1ccc(Br)cc1)NC(=O)c1ccccc1F,2,nt,nt,2%,-13,4%,-6,0%,19%
N=c1c2ccccc2nnn1-c1ccc(C(F)(F)F)cc1,-14,14%,-2%,-38%[inhibitor],-16,10%,1,8%,8%
O=C(N/N=C/c1cc([N+](=O)[O-])ccc1Cl)c1ccc2nc[nH]c2c1,-28,3%,-4%,-3%,16,-1%,-7,8%,-4%
O=C(CC(c1ccccc1)c1cc(Br)ccc1O)NCCCN1CCOCC1 (stereo not given),-3,1%,-1%,6%,34,1%,4,0%,7%
CCOC(=O)N1CCN(c2c(NCC3CCCO3)c(=O)c2=O)CC1 (stereo not given),?,5%,9%,-6%,-4,0%,-7,1%,0%
COc1ccc(COc2ccc3ccc(=O)oc3c2)cc1,15,13%,6%,-8%,0,14%,4,11%,9%
COc1ccc(CNC(=O)CC2C[C@H](C(=O)N3CCCCC3)[C@@]3(C)c4[nH]c5ccccc5c4CCN3C2=O)cc1OC (stereo not given in full),3,-5%,0%,-40%,-2,4%,-8,-1%,-1%
OC(COc1cc(Cl)c(Cl)cc1Cl)CN1CCN(c2ncccn2)CC1 (stereo not given),?,?,-4%,-3%,-16,-1%,16,7%,-1%
Clc1ccc(-c2cc(-c3ccccn3)on2)c(Cl)c1,-11,-12%,?,1%,0,-8%,6,-23%,-24%
O=C(NCc1cccs1)C1CCN(S(=O)(=O)c2ccc(Br)s2)CC1,-23,?,-4%,14%,0,-14%,-1,-1%,3%
Nc1ncnc2c1ncn2[C@@H]1O[C@H](C(=O)N[C@@H](CO)Cc2ccccc2)[C@@H](O)[C@H]1O,7,14%,0%,nt,0,0%,8,28%,19%
Cc1c(NC(=O)C2CCCCC2)cc(C(=O)N2CCOCC2)cc1[N+](=O)[O-],-7,-1%,17%,0%,12,10%,2,1%,1%
CC(/C=C1\N=C(SCc2ccccc2)SC1=O)=C\c1ccccc1,5,-5%,4%,-1%,3,1%,-6,-3%,-5%
O=C(Nc1ccc(S(=O)(=O)NC2=NCCCCC2)cc1)c1ccc(Cl)c([N+](=O)[O-])c1,-26,8%,-8%,3%,-96*,7%,-1,?,-25%
CC1C2CC(CC1(C)C)N(C(=O)Nc1ccc3nccnc3c1)C2 (stereo not given),-3,?,6%,13%,4,30%,-11,1%,0%
Cc1ccc(CNC(=O)CCC(=O)c2cccs2)cc1,-23,14%,8%,-10%,-25,-2%,-3,4%,4%
COc1ccc(C(=O)NCc2ccc3c(c2)OCO3)cc1S(=O)(=O)N(C)Cc1ccccc1,1,9.2µM*,0%,-2%,-13,-4%,3,-9%,-10%
O=C(COC(=O)/C=C/c1cccc(C(F)(F)F)c1)NC1CCCCCC1,0,17%,-16%,-6%,18,4%,2,5%,12%
CC1CCC(NC(=O)CCS(=O)(=O)c2ccc3c(c2)NC(=O)CO3)CC1 (stereo not given),1,0%,18%,-1%,-7,2%,1,-1%,-2%
CC(C)n1c2ccccc2c2nnc(SCC(=O)OCN3C(=O)c4ccccc4C3=O)nc21,0,16%,6%,-6%,20,-3%,-3,-2%,-6%
O=C(CN1C(=O)c2ccccc2S1(=O)=O)Nc1ncc([N+](=O)[O-])s1,?,-3%,4%,-8%,1,-3%,-27,-3%,-1%
O=C(Nc1ccc(N2CCCC2)cc1)c1ccc(Br)o1,7,4%,9%,-1%,-12,-4%,9,6%,12%
O=C(Oc1ccc(Cl)cc1)c1ccc2nccnc2c1,-2,2%,-5%,-3%,-4,-6%,-7,15%,11%
CCC1=Nc2cc(C(=O)NCCCN3CCOCC3)ccc2Sc2ccccc21,-12,-4%,-6%,7%,4,12%,-2,-26%,?
O=C(CSc1ccc(-c2ccco2)nn1)NCc1ccc(F)cc1,-24,0%,1%,-6%,0,1%,-9,-3%,-6%
COc1ccc2c(c1OC)C(=O)OC2,13,1%,5%,-9%,9,-1%,1,4%,7%
CCc1c(C(=O)Nc2ccccc2C(N)=O)csc1C,-1,-19%,17%,1%,4,-4%,-6,0%,2%

# Remaining list, next part.
SMILES,D3 antag,KB-V1 MDR tox,KB-3-1 cytotox,SW480 rereplic,IL1B secr inh,GLP1R ag,DRD3 agonist,HT1080NT lethal,HT1080 IDH1KD tx
O=C(N/N=C\c1ccc(F)cc1)c1ccc(F)cc1,-3,2%,0%,0%,0,11%,-1,27%,21%
COc1cc(CNS(=O)(=O)c2ccc3c(c2)CC(C)N3C(=O)C2CCC2)cc(OC)c1OC (stereo not given),6,-3%,-24%,-3%,-7,2%,9,-13%,-4%
CC(C)(C)OC(=O)N1CCCC1C(=O)NC(Cc1ccccc1)C(=O)O (stereo not given),16,8%,3%,-3%,4,-11%,6,16%,16%
CCn1cc(/C=N\NC(=O)c2c[nH]c3ccccc23)c(C)n1,-30,-13%,3%,?,-6,6%,-2,-3%,3%
Cc1ccc(C)c(C(=O)CSc2nnc(C)s2)c1,0,10%,-3%,-5%,-20,-4%,0,5%,15%
CC(=O)Nc1nc(C)c(CCC2OCCO2)c(=O)[nH]1,-10,1%,?,-10%,22,-7%,-4,-1%,-8%
Cc1ccc(CONC(=O)c2ccc(C)cc2)cc1,3,0%,7%,-11%,-27,17%,-2,19%,5%
O=C(Nc1ccc(N2CCCC2)cc1)c1ccc(Br)cc1,8,-11%,2%,-16%,18,-2%,5,8%,8%

# Bioassay records deposited in PubChem BioAssay by National Center for Advancing Translational Sciences (NCATS).
